# HIV peptide binding: cell-free HIV fusion peptide-binding blockers – biochemical, uHTS, fluorescence dequenching, primary screen (AID 1986) | cell-free peptide binding, fluorescence dequenching, 30 min; higher % means a stronger effect | inhibition, % at 20 µM; hits with a dose series show IC50 in µM | 290,000 compounds, 0.3% hits; in the data active = inhibition mostly above about 52%, no sharp cut-off; inactive = mostly below about 76%; also: some results filed as inactive read as strong as hits
# Dengue-2 NS5 capping: Dengue-2 NS5 methyltransferase inhibitors, primary screen, biochemical, confirmation dose response (AID 588689); Dengue-2 NS5 methyltransferase capping enzyme assay, biochemical; higher % means a stronger effect; 340,000 compounds, 0.3% hits; inhibition, % at 25 µM; hits with a dose series show IC50 in µM; in the data active = a potency from the dose series; inconclusive = inhibition above about 29% without an active follow-up result
# Large T inhibition: TAg ATPase/helicase activity blockers – biochemical (AID 1903); inhibition, % at 20 µM, or IC50 in µM where a hit was titrated; SV40 large T antigen ATPase/helicase inhibition assay; higher % means a stronger effect; 310,000 compounds, 0.39% hits; in the data active = a potency from the dose series; inconclusive = inhibition mostly from about 32% at the one dose, without a potency; inactive = the rest, 99 in 100 with inhibition below about 32%; also: strong numbers were not always called active
# PhoP inhibition: PhoP-dependent GFP reporter repression – Salmonella Typhimurium, primary screen (AID 1863); inhibition, % at 50 µM, or IC50 in µM where a hit was titrated; 300,000 compounds, 0.16% hits; S. Typhimurium PhoP-regulated promoter GFP reporter, 4 h; higher % means a stronger effect;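 active = inhibition over 29.93%, a cutoff 3 SD above the screen mean, later confirmed by dose response; inconclusive = inhibition over 29.93% but no dose response follow-up; inactive = inhibition at most 29.93% or unconfirmed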;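 also: 0% = low Mg2+ inducing control and 100% = high Mg2+ repressing control; strong numbers were not always called active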
# RSV antiviral HEp-2: inhibition of RSV-induced cytopathic effect – HEp-2 cells, primary 10 µM value included (AID 2391). HEp-2 cells, RSV-induced CPE inhibition; higher % means a stronger effect. CPE inhibition, % at 10 µM; hits with a dose series show IC50 in µM. 310,000 compounds, 0.13% hits; in the data active = a potency from the dose series; inconclusive = CPE inhibition mostly from about 23% at the one dose, without a potency; inactive = the rest, 99 in 100 with CPE inhibition below about 21%; also: strong numbers were not always called active
# GPR55 antagonists: GPR55 antagonists blocking LPI-driven arrestin recruitment, primary screen, imaging, U2OS, beta-arrestin-GFP, LPI agonist (AID 2013); U2OS GPR55 beta-arrestin-GFP translocation imaging, LPI antagonism; higher % means a stronger effect; one-dose inhibition, % at 10 µM; IC50 in µM for titrated hits; 290,000 compounds, 0.13% hits;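 active = spots per cell inhibited over 60%, with over 100 cells counted and total cytoplasm intensity under 500,000; inconclusive = wells with under 100 cells, flagged as likely toxic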;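 also: U2OS cells stably carrying GPR55 and arrestin-GFP stimulated by 5 µM LPI near EC80; imaged beta-arrestin-GFP aggregate spots per cell after agonist stimulation; plate controls were LPI-stimulated DMSO wells for no effect and DMSO wells without LPI for full effect; some results filed as inactive read as strong as hits; confirmed hits need IC50 under 10 µM and bright autofluorescent wells are also inconclusive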
# GPR35 antagonists: inhibition of zaprinast-stimulated GPR35 beta-arrestin translocation – imaging, U2OS, beta-arrestin-GFP, zaprinast agonist, primary screen (AID 2058); inhibition, % at 10 µM, or IC50 in µM where a hit was titrated; 290,000 compounds, 0.052% hits; U2OS GPR35 beta-arrestin-GFP translocation imaging, zaprinast antagonism; higher % means a stronger effect;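 active = inhibition of at least 50% with at least 30 cells and total cytoplasm GFP at most 10,000,000; inconclusive = under 30 cells or total GFP of 10,000,000 plus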
# K1F lysis inhibition: inhibition of K1F phage lysis, E. coli UTI89, bacterial capsule biogenesis inhibitors, alamar blue (AID 488966). E. coli UTI89 K1F phage lysis, alamar blue, 2 h; higher % means a stronger effect. inhibition, % at 100 µM, or IC50 in µM where a hit was titrated. 340,000 compounds, 0.02% hits;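 active = phage lysis inhibition, versus mean bacterial control, above a set limit; inconclusive = no clear call, values can overlap the other calls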;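 also: capsule biogenesis inhibitors block K1F phage lysis so surviving cells raise fluorescence; higher fluorescence means more inhibition of phage lysis; actives were called in the ten point dose series up to 300 µM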
# Rac1 GTP hydrolysis: MgcRacGAP GTPase-activating activity inhibitors, confirmation, biochemical, ADP Hunter fluorescence. inhibition, % at 30 µM, or IC50 in µM where a hit was titrated. 340,000 compounds, 0.6% hits. MgcRacGAP-stimulated Rac1 GTP hydrolysis, ADP Hunter fluorescence; higher % means a stronger effect; GST-tagged Rac1 F28L mutant substrate;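 active = first-screen hits whose inhibition reached a set limit at any dose in the follow-up dose series; inconclusive = inhibition above the set first-screen limit but never retested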;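 also: fluorescence reports GDP produced by GAP-driven GTP hydrolysis; strong numbers were not always called active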
# Dengue-2 NS5 capping pilot replicate: further read-out of Dengue-2 NS5 capping, marked with its call; inhibition, %; measured here: pilot screen replicate inhibition
# * marks the source's active call; other numbers are inactive results; ? = inconclusive; . = not tested or not shown; [ ] = remark or other dose.
SMILES,HIV peptide binding,Dengue-2 NS5 capping,Large T inhibition,PhoP inhibition,RSV antiviral HEp-2,GPR55 antagonists,GPR35 antagonists,K1F lysis inhibition,Rac1 GTP hydrolysis,others
O=C(Cc1ccc(Cl)c(Cl)c1)Nc1ccc(S(=O)(=O)Nc2ncccn2)cc1,7.3%,-12%,5%,11%,3.7%,2%,-7%,2.3%,5%,
CCOC(=O)/C(=C\c1cn(C)c2ccccc12)[N+](=O)[O-],-0.9%,32%,10%,9%,5.0%,8%,-2%,0.6%[50 µM],?,
O=C(NCc1ccc2c(c1)OCO2)c1nc(Cn2cc(Br)cn2)no1,-1.4%,3%,5%,7%,0.5%,13%,17%,0.1%,7%,
CC1(C)C(=O)Nc2ccccc2N1C(=O)COC(=O)c1cc(S(=O)(=O)N2CCOCC2)ccc1F,0.8%,-4%,1%,-4%,-0.5%,10%,-3%,4.5%,0%,
Cc1nc2cc(-c3cccc(F)c3)nn2c(C)c1CCC(=O)NC(C)c1ccc2c(c1)OCCO2 (centres undefined),1.9%,-5%,4%,5%,14%,6%,-10%,-0.6%,18%,
COC(=O)c1sc(NC(=O)CSc2nnnn2-c2ccc(C)cc2C)nc1C,-0.8%,-3%,0%,-9%,4.3%,-3%,-5%,0.3%,2%,
CCN(c1ccccc1)S(=O)(=O)c1ccc(Cl)c(NC(=O)CN(C)C2CCN(C)CC2)c1,-1.7%,-15%,19%,5%,0.3%,5%,1%,-0.1%,80µM*,
COc1cc(F)ccc1CN1CCC(n2nccc2NC(=O)C2CCOC2)CC1 (centres undefined),2.5%,-4%,14%,5%,-1.0%,10%,-2%,0.2%,6%,
CCOC(=O)CNC(=O)c1cn(CC(C)C)c(=O)c2cc(OC)c(OC)cc12,-0.7%,-7%,6%,7%,2.0%,1%,0%,0.4%,2%,
Oc1c(Br)cc(Br)cc1C=Nc1ccc2[nH]ncc2c1,31%,9%,25%,24%,14%,17%,-13%,-0.1%,18%,
Cc1cc(C(N)=O)c2cc(Br)ccc2n1,-1.2%,-4%,-2%,-6%,1.2%,-2%,11%,4.4%,5%,
CC1CCC/C(=N\NC(=O)COc2ccccc2Cl)C1 (centres undefined),-1.2%,-1%,1%,10%,0.4%,7%,21%,0.2%,1%,
COC(=O)CC1=NN(c2nc(C)cc(C)n2)C(=O)C1,-0.4%,-11%,7%,2%,0.0%,3%,-9%,0.6%,2%,
COc1ccc(CN2CCC(=O)N([C@H](CO)CC(C)C)CC2)cc1,1.0%,-3%,4%,5%,0.1%,-11%,-3%,0.1%,5%,
CCN1/C(=C/c2cccc[n+]2C)Sc2ccc(OC)cc21,-0.2%,-9%,6%,2%,1.8%,-4%,19%,5.7%[50 µM],4%,
COc1ccccc1N1CCN(C(=O)c2cccc3c(=O)c(C)c(-c4ccccc4)oc23)CC1,0.7%,-10%,17%,30%,19%,13%,-12%,-0.1%,-11%,
Cc1cccc(NC(=O)C2C(C(=O)O)C3C=CC2C32CC2)c1C (centres undefined),0.5%,9%,5%,-11%,1.3%,-3%,19%,-0.6%,2%,
COc1ccccc1-c1c(C)oc2c(CN3CCN(C)CC3)c(O)ccc2c1=O,-2.0%,-1%,6%,-14%,0.2%,-12%,9%,0.5%,4%,Dengue-2 NS5 capping pilot replicate=-1.7
O=S(=O)(Nc1ccc2nc(-c3ccc(Br)o3)[nH]c2c1)c1ccccc1,-3.2%,.,11%,26%,.,-5%,15%,.,.,
O=C1C(O)=C(O)C(=O)c2ccccc21,.,>100µM*,6%,9%,2.0%,.,.,-13%,-7%,
CC(=O)Nc1ccc(N/C=C(\C=O)c2nc3ccccc3o2)cc1,-0.8%,9%,9%,-4%,-1.8%,-5%,-4%,-3.1%,3%,
COC(=O)Cn1nc(-c2ccc(C)cc2)c2ccccc2c1=O,0.1%,-10%,23%,-5%,1.3%,12%,-7%,0.0%,-1%,
Cc1cccc(NC(=O)CSc2nnc(Cn3nnc(-c4ccccc4)n3)n2-c2ccccc2)c1,-3.0%,-5%,-5%,5%,-0.2%,18%,-2%,1.0%,4%,
COC(=O)C1=C(C)NC2=C(C(=O)CC(C)(C)C2)C1c1ccsc1 (centres undefined),2.4%,-7%,21%,4%,0.8%,-5%,-1%,0.1%,16%,
COc1cccc(CCNC(=O)C2CCCN(c3ncnc4c3nc3n4CCCCC3)C2)c1OC (centres undefined),-0.3%,-1%,14%,-7%,2.4%,19%,-2%,0.3%,13%,

# Quoted at random: 6 entries already listed, in no set order.
SMILES,HIV peptide binding,Dengue-2 NS5 capping,Large T inhibition,PhoP inhibition,RSV antiviral HEp-2,GPR55 antagonists,GPR35 antagonists,K1F lysis inhibition,Rac1 GTP hydrolysis,others
CCN(c1ccccc1)S(=O)(=O)c1ccc(Cl)c(NC(=O)CN(C)C2CCN(C)CC2)c1,-1.7%,-15%,19%,5%,0.3%,5%,1%,-0.1%,80µM*,
CC(=O)Nc1ccc(N/C=C(\C=O)c2nc3ccccc3o2)cc1,-0.8%,9%,9%,-4%,-1.8%,-5%,-4%,-3.1%,3%,
COC(=O)c1sc(NC(=O)CSc2nnnn2-c2ccc(C)cc2C)nc1C,-0.8%,-3%,0%,-9%,4.3%,-3%,-5%,0.3%,2%,
O=C(NCc1ccc2c(c1)OCO2)c1nc(Cn2cc(Br)cn2)no1,-1.4%,3%,5%,7%,0.5%,13%,17%,0.1%,7%,
COc1cc(F)ccc1CN1CCC(n2nccc2NC(=O)C2CCOC2)CC1 (centres undefined),2.5%,-4%,14%,5%,-1.0%,10%,-2%,0.2%,6%,
Cc1cccc(NC(=O)C2C(C(=O)O)C3C=CC2C32CC2)c1C (centres undefined),0.5%,9%,5%,-11%,1.3%,-3%,19%,-0.6%,2%,

# Additional entries follow:
SMILES,HIV peptide binding,Dengue-2 NS5 capping,Large T inhibition,PhoP inhibition,RSV antiviral HEp-2,GPR55 antagonists,GPR35 antagonists,K1F lysis inhibition,Rac1 GTP hydrolysis,others
CCOC(=O)c1cnc2nc(C)nn2c1N,-0.8%,-3%,3%,-13%,2.2%,11%,0%,0.5%,0%,
CCOc1ccccc1NC(=O)Nc1cnccn1,2.9%,2%,11%,-7%,0.5%,9%,0%,0.3%,13%,
Cc1ccc(Cl)cc1NC(=O)CNC(=O)N1CC(=O)Nc2ccccc21,1.3%,-1%,3%,2%,1.0%,-4%,16%,-0.1%,-1%,
O=C(NCc1ccco1)C1CC(=O)N(CCc2ccccc2)C1 (centres undefined),0.1%,5%,18%,31%,4.2%,-12%,-1%,1.9%,8%,
COc1ccc(/C=C/C(=O)NCc2cn(C)nc2C)cc1COc1ccc(Cl)cc1Br,-0.6%,3%,17%,2%,-0.5%,-3%,1%,5.7%,3%,
Nc1ncnc2c1cnn2C1CCCCC1,3.0%,-3%,4%,-5%,2.0%,10%,5%,0.4%,5%,
COc1ccc(CCNC(=O)c2n[nH]c(=O)c3ccccc23)cc1,-2.8%,-4%,0%,3%,0.4%,-11%,-14%,0.3%,0%,
Cc1cc(/C=N/NC(=O)C(=O)NCc2ccccn2)c(C)n1-c1cccc(Br)c1,-1.1%,.,14%,-5%,7.8%,2%,-8%,1.1%,-2%,
COc1cccc(N2CCN(c3cnc4ccccc4n3)CC2)c1,-2.2%,1%,8%,-1%,3.4%,3%,-4%,-0.5%,10%,
O=C(CCc1nc2ccccc2[nH]c1=O)OCc1ccc(S(=O)(=O)N2CCOCC2)cc1,1.7%,0%,2%,-1%,-1.5%,-5%,11%,0.3%,4%,
CC(C)c1ccc(C2N3CC4([N+](=O)[O-])CN2CC([N+](=O)[O-])(C3)C4(C)C)cc1 (centres undefined),0.9%,-3%,14%,-12%,1.8%,-2%,5%,0.2%,3%,
CCOC(=O)c1sc2nc3n(c(=O)c2c1C)CCC(C)CC3 (centres undefined),0.4%,-7%,5%,-12%,49%,7%,9%,0.1%,10%,
Fc1ccc(C(c2nnnn2CCc2ccccc2)N2CCCc3ccccc32)cc1 (centres undefined),0.0%,2%,8%,1%,14%,55%,-13%,3.0%,4%,
COc1ccc(NC(=O)C2CCCN2S(=O)(=O)c2ccc3c(c2)CCC(=O)N3)cc1Cl (centres undefined),1.5%,0%,0%,-4%,0.7%,-2%,14%,-0.4%,-3%,
Cc1ccc2cc(C#N)c(SCC(=O)NCc3ccco3)nc2c1,-1.8%,-9%,1%,19%,2.0%,10%,7%,0.3%,3%,
C=CCn1c(CCc2ccccc2)nnc1SCC(=O)OC,0.4%,-14%,5%,5%,0.9%,-6%,-1%,1.1%,6%,
COC(=O)c1ccccc1NC(=O)C1CCN(S(C)(=O)=O)CC1,-1.4%,-5%,5%,-1%,0.1%,10%,2%,0.1%,4%,
CCOC(=O)c1c(C)nc2ccc(C)cn12,-1.6%,-2%,2%,-1%,2.9%,-1%,-12%,0.5%,12%,
COC(=O)Nc1ccc2c(c1)Nc1ccccc1CC2,1.1%,-3%,10%,-2%,19%,12%,-1%,0.1%,23%,Dengue-2 NS5 capping pilot replicate=-6.1

# Entries from the list above containing a thiophene ring, fused or not (2):
SMILES,HIV peptide binding,Dengue-2 NS5 capping,Large T inhibition,PhoP inhibition,RSV antiviral HEp-2,GPR55 antagonists,GPR35 antagonists,K1F lysis inhibition,Rac1 GTP hydrolysis,others
COC(=O)C1=C(C)NC2=C(C(=O)CC(C)(C)C2)C1c1ccsc1 (centres undefined),2.4%,-7%,21%,4%,0.8%,-5%,-1%,0.1%,16%,
CCOC(=O)c1sc2nc3n(c(=O)c2c1C)CCC(C)CC3 (centres undefined),0.4%,-7%,5%,-12%,49%,7%,9%,0.1%,10%,
